Assay outcomes (PubChem BioAssay)
PMI inhibitors: MPI enzyme activity inhibition – biochemical, fluorescence intensity, coupled assay, primary screen (AID 1209); inhibition, % at 20 µM, or IC50 in µM where a hit was titrated; hit rate 0.42% among 190,000; purified PMI enzyme, coupled fluorescence intensity; higher % means a stronger effect;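 note: plate controls were DMSO vehicle for no effect and wells lacking substrate for full effect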
TNAP activation fold: stimulation of alkaline phosphatase TNAP activity – biochemical, luminescent, no phosphate acceptor, uHTS, primary screen (AID 1001). purified TNAP, luminescent activation assay, no phosphate acceptor; higher activation fold means a stronger effect. activation fold at 20 µM, or EC50 in µM where a hit was titrated. hit rate 0.03% among 200,000; in the data active = activation fold from about 3, or a potency from the dose series; inactive = the rest, 99 in 100 with activation fold below about 1.6; note: many of its hits are not listed in these tables
Myeloid diff MLP: promotes myeloid progenitor differentiation; ER-HoxA9 myeloid progenitors, lysozyme-GFP differentiation, flow cytometry; calls only at 10 µM; hit rate 1% among 360,000;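 active = normalized GFP-positive differentiation at or above the plate's own cutoff, the solvent-only control mean plus 3 SD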;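 note: cells exposed to compound for four days before flow analysis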
Siah-1 displacement: blockers of Siah-1 interaction with plectin peptide – biochemical, fluorescence polarization, rhodamine-plectin, uHTS, primary screen (AID 1817) | hit rate 0.02% among 290,000 | Siah-1 / rhodamine-plectin peptide fluorescence polarization; higher % means a stronger effect | displacement, % at 20 µM; hits with a dose series show IC50 in µM;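 active = displacement of at least 50% at 20 µM, with a fluorescence ratio check between 0.3 and a set limit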;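 note: plate controls were Siah plus tracer with DMSO for no effect and tracer alone without Siah for full effect; strong numbers were not always called active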
RSV CPE inhibition: RSV antiviral activity via CPE protection, HEp-2 cells, primary 10 µM value included (AID 2391); HEp-2 cells, RSV-induced CPE inhibition; higher % means a stronger effect; CPE inhibition, % at 10 µM; hits with a dose series show IC50 in µM; hit rate 0.13% among 310,000; in the data active = a potency from the dose series; note: strong numbers were not always called active
WT yeast gro inh: growth inhibition of WT yeast, mitochondrial fusion screen. mitochondrial fusion phenotypic screen, WT strain. inhibition, % at 10 µM. hit rate 2.1% among 190,000. AID 1362; in the data active = inhibition above about 58%; tested in S. cerevisiae
PMI inhibition: human PMI inhibitors, high substrate, primary screen, biochemical, fluorescence intensity, high mannose 6-phosphate (AID 1220). hit rate 0.66% among 190,000. recombinant PMI enzyme, coupled fluorescence intensity; higher % means a stronger effect. inhibition, % at 20 µM, or IC50 in µM where a hit was titrated
XIAP antagonists: XIAP antagonists, biochemical, IAP family, fluorescence polarization (AID 1018); hit rate 0.007% among 200,000; displacement, % at 20 µM; hits with a dose series show IC50 in µM; XIAP BIR domain, fluorescence polarization peptide displacement; higher % means a stronger effect; in the data active = displacement above about 50%; note: a part of the inactive calls stands beside numbers as strong as those of hits
Salmonella PhoP GFP: PhoP-dependent GFP reporter repression – Salmonella Typhimurium, primary screen (AID 1863); one-dose inhibition, % at 50 µM; IC50 in µM for titrated hits; S. Typhimurium PhoP-regulated promoter GFP reporter, 4 h; higher % means a stronger effect; hit rate 0.16% among 300,000;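 active = inhibition over 29.93%, a cutoff 3 SD above the screen mean, later confirmed by dose response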;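 note: 0% = low Mg2+ inducing control and 100% = high Mg2+ repressing control; strong numbers were not always called active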
WT yeast gro inh mutant strain: also measured in WT yeast gro inh; calls as there; inhibition, %; mitochondrial fusion phenotypic screen, mutant strain inhibition
Myeloid diff MLP GFP+ MAC1+ %: further read-out of Myeloid diff MLP, marked with its call; GFP+ MAC1+ double positive, %; measured here: differentiation confirmed by MAC1 staining
An asterisk follows results filed as active; i = inactive; / = no result given; + = active, no number; & = joins results of further samples. Cut-off read from the data, not from the text of the source, unless noted: active = inhibition above about 50%; inactive = the rest. These rows are one share of the data. The share of hits here may be higher or lower than overall.

SMILES	PMI inhibitors	TNAP activation fold	Myeloid diff MLP	Myeloid diff MLP GFP+ MAC1+ %	Siah-1 displacement	RSV CPE inhibition	WT yeast gro inh	WT yeast gro inh mutant strain	PMI inhibition	XIAP antagonists	Salmonella PhoP GFP
CCCC/C(C)=C/[C@@H](NP(=O)(c1ccccc1)c1ccccc1)c1ccccc1	7%	2	i	2.2	-5%	-4.8%	91*	-1.9*	8%	-4.5%	3%
Cc1onc(-c2ccccc2)c1C(=O)N1CCC2(CC1)OCCO2	9%	1.1	i	8.3	2%	-0.1%	2	1	7%	-1.4%	2%
Cc1cccnc1-n1c(-c2ccccc2)nc2ccccc2c1=O	0%	1.1	i	0.9	2%	0.1%	19	0	-3%	-5.5%	-2%
CCCCC(=O)N/N=C/c1c(O)n(Cc2ccc(F)cc2)c(=O)[nH]c1=O	/	/	i	0.1	-6%	-0.4%	/	/	/	/	-2%
CC(C)n1cc(C(=O)N(CC(=O)NC(C)(C)C)Cc2ccccc2)cn1	6%	1.1	i	0.0	22%	-0.2%	1	9	2%	0.9%	5%
CCN(CC)CCN=Cc1c(O)n(Cc2ccccc2)c(=O)[nH]c1=O	8%	1.2	i	0.5&11	2%&0%	0.9%&0.1%	-8	1	9%	-6.7%	-10%&-3%
COC(=O)C1=CCCN(C)C1	-18%	1.1	i	1.9	-3%	0.8%	-8	6	-7%	-6.3%	-3%
O=C(c1cc(C(=O)NCc2ccccc2)c(=O)n(Cc2ccccc2)c1)c1cc(Cl)ccc1O	-11%	1	i	0.4	4%	9.1%	26	0	-6%	2.0%	24%
O=C1NC(=S)N(c2ccccc2F)C(=O)/C1=C\c1cccs1	-30%	1	i	1.0	8%	-0.6%	-25	-4	-80%	-2.8%	-22%
C/C(=C\c1ccc(N(C)C)cc1)[N+](=O)[O-]	10%	0.8	i	6.3	1%	-2.2%	-9	5	17%	-0.4%	24%
O=C(CNC1CCCC1)Nc1ccc(N2CCCCCC2)cc1	14%	1.1	i	0.4	-2%	-0.8%	-3	-1	30%	-8.1%	8%
NCC(CC(=O)O)c1ccc(Cl)cc1 (stereo unspecified)	1%	1.1	i	1.6	6%	3.1%	1	3	-4%	-1.7%	9%
CCCCN1C(=O)/C(=C/C=C/c2ccco2)C(=O)NC1=S	-69%	0.8	i	0.8	8%	/	13	-1	-92%	-5.9%	-4%
Cn1c(O)c(/C=N/N2CCCCC2)c(=O)[nH]c1=O	-1%	1.1	i	0.6	5%	0.5%	1	-7	-4%	0.5%	4%
CCN(CC)c1ccc(N=Cc2c(O)n(-c3ccc(OC)cc3)c(=O)[nH]c2=O)cc1	7%	1.1	i	0.3	3%	-0.2%	13	5	3%	-1.9%	-44%
O=c1c2ccccc2nc(C[n+]2ccccc2)n1-c1cccc(C(F)(F)F)c1	-7%	1.1	i	0.1	-1%	3.8%	6	5	-5%	7.5%	5%
Cc1sc2c(c1C)C(c1ccc(C(C)(C)C)cc1)=NCC(=O)N2CC(=O)Nc1nccs1	16%	1	i	1.8	3%	6.0%	-2	-5	12%	-8.9%	6%
COc1ccc(C2SCC(=O)Nc3c2c(=O)[nH]n3C2CCCCCC2)cc1OC (stereo unspecified)	-8%	1	i	1.3	-6%	-0.3%	8	-5	-9%	-6.4%	-5%
CCCCn1c(O)c(C=NC2CCCCC2N)c(=O)[nH]c1=O (stereo unspecified)	6%	1.1	i	0.6	13%	-0.9%	-13	-6	2%	-4.3%	-4%
O=C(C(Cc1ccccc1)NS(=O)(=O)c1ccc(F)cc1)N1CCC2(CC1)OCCO2 (stereo unspecified)	-12%	1.1	i	0.9	-2%	-0.2%	4	-3	-9%	-4.0%	24%
O=c1c2ccccc2ncn1-c1ccc([N+](=O)[O-])c(C(F)(F)F)c1	4%	1	i	0.4	3%	3.6%	-8	-13	6%	-3.3%	-1%
CCN(CC)S(=O)(=O)c1ccc(N=Cc2c(O)n(-c3ccccc3)c(=O)[nH]c2=O)cc1	-11%	1	i	1.5	-4%	0.1%	-3	-2	-9%	-4.1%	-18%
O=C(N/N=C/c1c(O)n(Cc2ccco2)c(=O)[nH]c1=O)c1ccccc1O	/	/	i	0.0	16%	2.3%	/	/	/	/	-2%
CCN(CC)C(=O)c1ccc(NC(=O)C2=C(C)OCCS2)cc1	/	/	i	0.3	-1%	1.2%	/	/	/	/	-2%
CC1(C)CN(S(=O)(=O)OCC(Cl)(Cl)Cl)C(=O)N1	/	/	i	1.6	4%	0.4%	/	/	/	/	15%
Cc1cc(Cl)ccc1OCC(=O)N1CCN(C)CC1	12%	1.1	i	1.1	-1%	-1.1%	34	0	7%	-7.6%	20%
Cc1ccc(Cc2c(C)nc3nc(SCC(=O)N4CCC5(CC4)OCCO5)nn3c2C)cc1	-1%	1.1	i	0.9	0%	15%	-8	-28	-5%	1.8%	12%
CN1Cc2c(c(C#N)c(N)n(C)c2=S)CC1(C)C	-28%	1.1	i	0.1	5%	-1.4%	-9	-19	21%	-0.7%	0%
COc1ccc2c3c([nH]c2c1)C(C)=NCC3	-14%	1.1	+	4.1*	-9%	-1.8%	2	-12	-2%	-18%	0%&-5%
O=C(CNC(=O)c1cccc(Cl)c1)Nc1ccc(Br)cc1C(=O)c1ccccc1	17%	1	i	0.2	-6%	17%	28	11	5%	-3.7%	-15%
CN1C2C=C(N(C(=O)c3ccc(Cl)cc3)c3ccccc3)CC1CC2 (stereo unspecified)	-2%	1.1	i	0.6	1%	-0.3%	-7	-11	-11%	-6.2%	1%
COc1ncccc1C(=O)NCC(CC(=O)O)c1ccccc1 (stereo unspecified)	2%	1.1	i	1.4	2%	-0.8%	12	14	1%	-4.9%	-1%
CCN1CCN(Cc2nnnn2C(C)(C)C)CC1	3%	1.1	/	/	0%	1.9%	6	8	-5%	-3.5%	-6%
CN1CCN(c2nc3ccccc3c(=O)n2-c2ccccc2)CC1	4%	1.1	i	2.0	4%	-0.8%	0	4	7%	-12%	3%
CCCN(CC#CCO)CCC	1%	1.1	i	0.7	0%	1.8%	-5	1	1%	-4.8%	-12%
O=C(O)CCn1cc(C=C2C(=O)NC(=O)NC2=O)c(-c2ccc(Br)cc2)n1	6%	0.9	i	0.5	2%	1.9%	-12	8	7%	-14%	-8%
Cc1ccc(-n2c(O)c(/C=N/c3ncc(Br)cc3Br)c(=O)[nH]c2=O)cc1	-4%	1	i	0.2	1%	0.7%	-4	10	8%	-6.4%	4%
O=C(COc1ccccc1Cl)N1CCCC(N2CCN(c3ccc(F)cc3)CC2)C1 (stereo unspecified)	/	/	i	0.7	8%	17%	/	/	/	/	-6%
Cc1cccc(C(=O)NC(Oc2ccccc2)C(Cl)(Cl)Cl)c1 (stereo unspecified)	11%	1.1	i	2.4	1%	0.5%	5	-12	7%	-3.9%	3%
N/C(=N/[N+](=O)[O-])N1CCN(C(=O)c2ccc(Cl)cc2)CC1	2%	1.1	i	0.1	-3%	1.5%	-19	-20	-2%	-3.6%	2%
Cc1nc(Cl)sc1C(=O)Nc1ccc2ccccc2c1	7%	1	i	0.8	4%	1.1%	4	-1	12%	-11%	0%
CCOP(=O)(OCC)C(NC(=O)c1ccccc1Cl)=C(Cl)Cl	0%	1.1	i	0.5	0%	1.1%	-12	-3	-2%	-3.1%	7%
Cc1nn(Cc2ccccc2Cl)c(Cl)c1C(=O)OCC(=O)NCc1ccco1	6%	1	i	8.9	-5%	0.4%	7	16	2%	-7.1%	-2%
O=C(NC(c1ccc(Cl)cc1)P(=O)(Oc1ccccc1)Oc1ccccc1)OCc1ccccc1 (stereo unspecified)	-7%	1.1	i	3.1	5%	1.2%	-4	-6	-10%	-4.7%	-5%
CN1CC(C(=O)c2ccc(F)cc2)C(c2c(F)cccc2Cl)C1 (stereo unspecified)	3%	1.1	i	0.4	15%	2.0%	1	18	2%	-5.1%	-4%
Fc1ccccc1CCNCc1ccccc1	-18%	1	i	1.0	1%	-0.3%	0	-7	-4%	2.2%	59µM*
Cc1cc2c(C(C)C)c(O)c(O)c(C=O)c2c(O)c1-c1c(C)cc2c(C(C)C)c(O)c(O)c(C=O)c2c1O	26%	0.8	i	3.0	37%	/	-9&2	-2&5	51%*	-7.4%	6%&9%
COc1ccc(OC)c(N2C(=O)CC(=O)NC2=O)c1	/	/	i	2.2	2%	1.3%	/	/	/	/	-9%

4 entries already listed, arranged by molar mass, ascending.
SMILES	PMI inhibitors	TNAP activation fold	Myeloid diff MLP	Myeloid diff MLP GFP+ MAC1+ %	Siah-1 displacement	RSV CPE inhibition	WT yeast gro inh	WT yeast gro inh mutant strain	PMI inhibition	XIAP antagonists	Salmonella PhoP GFP
COC(=O)C1=CCCN(C)C1	-18%	1.1	i	1.9	-3%	0.8%	-8	6	-7%	-6.3%	-3%
CCCN(CC#CCO)CCC	1%	1.1	i	0.7	0%	1.8%	-5	1	1%	-4.8%	-12%
CCCC/C(C)=C/[C@@H](NP(=O)(c1ccccc1)c1ccccc1)c1ccccc1	7%	2	i	2.2	-5%	-4.8%	91*	-1.9*	8%	-4.5%	3%
CCN(CC)c1ccc(N=Cc2c(O)n(-c3ccc(OC)cc3)c(=O)[nH]c2=O)cc1	7%	1.1	i	0.3	3%	-0.2%	13	5	3%	-1.9%	-44%

Following part
SMILES	PMI inhibitors	TNAP activation fold	Myeloid diff MLP	Myeloid diff MLP GFP+ MAC1+ %	Siah-1 displacement	RSV CPE inhibition	WT yeast gro inh	WT yeast gro inh mutant strain	PMI inhibition	XIAP antagonists	Salmonella PhoP GFP
CCN1C(=O)c2ccccc2Sc2ccc(C(=O)N3CCC4(CC3)OCCO4)cc21	7%	1	i	5.0	6%	2.0%	-6	3	8%	-6.2%	-4%
CCn1cc(C(=O)O)c(=O)c2cc3c(cc21)OCO3	1%	1.1	/	/	0%	1.5%	4	-2	-2%	-6.1%	43µM*
COCCCN1CCN(c2nnc3n2-c2sc(Br)cc2C(c2ccccc2Cl)=NC3)CC1	4%	1.1	i	1.0	-2%	0.6%	8	-8	14%	0.1%	5%
CC(=O)OC1(c2ccccc2)CCN(C)C2CCCCC21 (stereo unspecified)	-6%	1	i	6.2	-3%	0.9%	-4	-6	-12%	-6.8%	5%
O=C(C1CCC(=O)N1Cc1ccccc1Cl)N1CCC2(CC1)OCCO2 (stereo unspecified)	-3%	1.2	i	6.8	2%	1.5%	/	/	-7%	-0.7%	-3%
O=C(C[N+]12CCC(CC1)C(O)C2)c1ccc(Br)cc1 (stereo unspecified)	/	/	i	0.3	5%	0.8%	/	/	/	/	12%
O=C(CNS(=O)(=O)c1cccs1)N1CCC2(CC1)OCCO2	0%	1.1	i	0.4	3%	2.0%	-5	5	-1%	1.1%	-2%
Cc1ccccc1OCCN=Cc1c(O)n(C)c(=O)n(C)c1=O	2%	1.1	i	0.7	2%	8.9%	-15	-13	9%	0.0%	10%
CCOC(=O)C1(c2ccccc2)CCN(CCC(=O)Nc2ccccc2OC)CC1	/	/	i	0.3	1%	0.3%	/	/	/	/	1%
